D2 agonist = agonists of human D2 dopamine receptor | P14416 | HEK293 T-REx D2 cells, calcium flux agonist mode | activation, % at 2 µM | 340,000 tested, 0.53% active | AID 485358;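 active = activation over 3 SD above normal in the single-dose calcium agonist read, cut at about 30% in these data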; note: 0% is about no effect
Target sequence (P14416 whole entry, looked up): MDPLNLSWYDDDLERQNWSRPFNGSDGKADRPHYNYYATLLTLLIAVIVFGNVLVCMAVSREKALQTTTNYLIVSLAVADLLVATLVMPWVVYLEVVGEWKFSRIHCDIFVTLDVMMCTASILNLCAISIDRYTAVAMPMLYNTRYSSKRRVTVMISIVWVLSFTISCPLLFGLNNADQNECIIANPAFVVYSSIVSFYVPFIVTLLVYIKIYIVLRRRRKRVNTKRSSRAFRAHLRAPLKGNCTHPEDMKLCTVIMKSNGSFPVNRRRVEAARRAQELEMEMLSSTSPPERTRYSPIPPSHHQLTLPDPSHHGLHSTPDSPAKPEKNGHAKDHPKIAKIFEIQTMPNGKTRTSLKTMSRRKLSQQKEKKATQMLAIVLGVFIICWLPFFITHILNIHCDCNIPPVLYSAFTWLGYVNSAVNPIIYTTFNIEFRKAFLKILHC
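HEK293 Trex D2 cells, tetracycline-induced, o/n 30 C 5% CO2; no-wash Ca dye, RT 30–90 min; 10-cycle baseline, 23 nl cpd added, kinetic Ca read 180 s; agonist hits = positive Ca response.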
TrxR1 inh = inhibitors of rat thioredoxin reductase 1. Potency, µM (top dose mostly 114 µM), without a hit: at the top dose activity change, negative = inhibition, most hits filed as inhibitors. 390,000 tested, 1% active. recombinant rTrxR1, NADPH fluorescence consumption, selenite substrate. O89049; note: potency is the fitted concentration of half-maximal effect; % is set by controls: 0 for no effect and ±100 for the full control effect; nearly all actives have a fitted effect of over 65% in size
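Rat TrxR1 (90 nM in the dispensed reagent) was pre-reduced with 400 uM NADPH for 5 min at room temperature, then incubated with compound for 15 min. After 400 uM selenite was added, NADPH fluorescence (Ex 340/Em 450 nm) was followed for 8 min.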
D2 antagonist = D2 dopamine receptor (human) antagonism. HEK293 TREx D2 cells, calcium flux, dopamine EC80. P14416. 340,000 tested, 2% active. AID 485344. inhibition, % at 10 µM; in the data active = inhibition above about 30%; note: 0% is about no effect
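Read-out: kinetic calcium fluorescence (1 cycle/s) in inducible HEK293 T-REx D2 cells after an EC80 dopamine addition that followed 180 s compound preincubation. Loss of the dopamine response indicates antagonism.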
mIDH1 inhibitor = inhibitors of human mutant IDH1 R132H. O75874. IDH1-R132H enzyme, NADPH consumption, diaphorase/resazurin fluorescence. Potency, µM (doses to about 76.6 µM), inactives show at the top dose activity change, negative = inhibition, most hits filed as inhibitors. 390,000 tested, 0.093% active; note: potency is the fitted concentration of half-maximal effect; % is set by controls: 0 for no effect and ±100 for the full control effect; nearly all actives have a fitted effect of over 65% in size
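IDH1-R132H (0.5 ug/mL) preincubated 30 min with compound, then NADPH (0.016 mM) and alpha-KG (2 mM) added; 80 min at RT, pH 7.5. Remaining NADPH coupled via diaphorase/resazurin to fluorescence (540/590 nm); concentration-response curves normalized to no-enzyme control.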
TRHR ag = agonists of human TRH receptor; TRHR cells, calcium flux fluo-8, FDSS agonist mode; 360,000 tested, 0.18% active; activation, % at 2 µM; in the data active = activation above about 30%; note: 0% is about no effect
Target sequence (P34981 whole entry, looked up): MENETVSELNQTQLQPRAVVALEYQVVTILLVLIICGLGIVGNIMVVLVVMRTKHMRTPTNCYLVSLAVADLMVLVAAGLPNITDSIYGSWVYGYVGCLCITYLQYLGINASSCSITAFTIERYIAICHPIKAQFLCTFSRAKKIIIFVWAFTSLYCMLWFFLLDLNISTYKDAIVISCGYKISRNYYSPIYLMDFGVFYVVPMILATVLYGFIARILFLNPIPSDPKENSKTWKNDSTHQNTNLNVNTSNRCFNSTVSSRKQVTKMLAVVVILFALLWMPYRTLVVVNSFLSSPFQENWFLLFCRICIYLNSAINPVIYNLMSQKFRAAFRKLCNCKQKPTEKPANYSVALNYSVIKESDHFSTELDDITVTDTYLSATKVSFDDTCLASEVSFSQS
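Agonist-mode FDSS calcium read (Ex 480/Em 530, 1 s cycles) in 1536-well TRHR cells with fluo-8 dye, after 10-cycle baseline and 23 nL compound addition; TRH at EC20 (10 nM final) added afterwards for the enhancer phase.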
USP1 inh = USP1/UAF1 (human) deubiquitinase inhibition | O94782 | AID 743255 | Potency, µM (doses to about 57.1 µM), without a hit: top-dose activity change, negative = inhibition, most hits filed as inhibitors | 390,000 tested, 0.23% active | recombinant USP1/UAF1, Ub-Rhodamine cleavage fluorescence; note: potency is the fitted concentration of half-maximal effect; % is set by controls: 0 for no effect and ±100 for the full control effect; nearly all actives have a fitted effect of over 60% in size; inactives centre near -12
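In this screen, compounds sit with the deubiquitinase complex (1nM) for 15 min at room temperature before Ub-Rho is added at 150nM final. Fluorescence rise is then followed for 6 reads every 60 seconds.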
TrxR1 substrate = is turned over as a substrate by rat TrxR1; O89049; purified TrxR1 substrate turnover, NADPH consumption readout; Potency, µM (series often up to 114 µM), without a hit: at the top dose activity change, negative = substrate turnover; 390,000 tested, 0.01% active; note: potency is the fitted concentration of half-maximal effect; % is set by controls: 0 for no effect and ±100 for the full control effect; nearly all actives have a fitted effect of over 50% in size
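Rat TrxR1, dispensed at 90 nM, was prereduced with 400 uM NADPH (final) for 5 min at ~22 deg C, then incubated with compound 15 min before 400 uM selenite. A first-read NADPH fluorescence drop versus no-compound background flagged substrates.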
TRHR enhancer = allosteric enhancers of human TRH receptor | P34981 | TRHR cells, fluo-8 calcium fluorescence, EC20 TRH enhancement | enhancement, % at 2 µM | 360,000 tested, 0.66% active; in the data active = enhancement above about 30%; note: 0% is about no effect
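Enhancer read-out: after compound pinning and an initial kinetic agonist-mode read, an EC20 of TRH (10 nM final) was injected and fluo-8 calcium signal (Ex 480/Em 530) followed at 1 s/cycle for 100 cycles in TRHR-expressing cells.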
PI4K2A inh = inhibitors of human PI4K2A. AID 1346378. purified PI4K2A, ADP-Glo luminescence, 1 h; stronger effect = lower value. 420,000 tested, 0.13% active. activity change, negative = inhibition, % at 76.9 µM. Q9BTU6; in the data active = activity change below about -50%; inconclusive = mostly about -30% to -49%;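 note: -100% = wells without enzyme as full effect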
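PI4K2A activity was measured by ADP-Glo luminescence: enzyme (4 ug/mL stock) and phosphatidylinositol (1.2 mM stock) in Tris pH 7.5/MgCl2/EGTA/Triton X-100 buffer were reacted with ATP (300 microM stock) for one hour at ambient temperature.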
* hit, by the source's call; ? = inconclusive; . = no result given; [ ] = dose if it differs, or a comment. Unless noted, calls come from the whole dose curve; as a rule, active = well fitted inhibition curve with a large enough effect; inconclusive = small, poorly fitted or top-dose-only effect; inactive = no such curve, though single readings can be large or run the other way.

Start of the data: the first 3 entries, to show the layout:
Molecule,D2 agonist,TrxR1 inh,D2 antagonist,mIDH1 inhibitor,TRHR ag,USP1 inh,TrxR1 substrate,TRHR enhancer,PI4K2A inh
COc1ccccc1N1CCN(C(c2cccs2)C(C)NC(=O)c2ccncc2)CC1 (configuration not stated),0.2,3%,8,0%,-0.8,-1%,-6%,-4,-5
COCCNC(=O)/C(C#N)=C/c1c(N2CCN(c3cccc(Cl)c3)CC2)nc2c(C)cccn2c1=O,0.4,5%,-19,18%,0.1,-23%,24%,5,6
Cc1ccc(NC(=O)c2ccc3c(c2)S(=O)(=O)c2ccccc2C3=O)cc1S(=O)(=O)N1CCOCC1,-0.4,7%,-12,-6%,-1.1,-8%,-6%,-2,-10

The list itself, repeating the preview:
Molecule,D2 agonist,TrxR1 inh,D2 antagonist,mIDH1 inhibitor,TRHR ag,USP1 inh,TrxR1 substrate,TRHR enhancer,PI4K2A inh
COc1ccccc1N1CCN(C(c2cccs2)C(C)NC(=O)c2ccncc2)CC1 (configuration not stated),0.2,3%,8,0%,-0.8,-1%,-6%,-4,-5
COCCNC(=O)/C(C#N)=C/c1c(N2CCN(c3cccc(Cl)c3)CC2)nc2c(C)cccn2c1=O,0.4,5%,-19,18%,0.1,-23%,24%,5,6
Cc1ccc(NC(=O)c2ccc3c(c2)S(=O)(=O)c2ccccc2C3=O)cc1S(=O)(=O)N1CCOCC1,-0.4,7%,-12,-6%,-1.1,-8%,-6%,-2,-10
COc1cc(OC)cc(C(=O)NC2CCSC2=O)c1 (configuration not stated),-1.0,-4%,-6,15%,0.4,-2%,-7%,-1,-3
CC(=O)Nc1ccc(NC(=O)CCn2nnc3ccccc32)cc1,-0.4,23%[11.4 µM],-4,6%,-0.6,-3%,15%[57.1 µM],8,5
CC(C)c1cc(C(=O)N2CCCC(Nc3ccc(F)cc3)C2)nc(N)n1 (configuration not stated),-0.4,-11%,-14,2%,0.0,-5%,-5%,13,3
CCN(CC)C(=O)C1CCCN(Cc2nc(-c3cccs3)no2)C1 (configuration not stated),-1.7,16%,-9,6%,-0.5,-19%,11%,1,5
Clc1ncc(CN2CCN(Cc3ccccc3)CC2)s1,-0.6,16%,-11,2%,0.0,-10%,5%,2,-3
CCOC(=O)c1ccccc1N/C=C1\CCCC1=O,0.2,-26%,2,11%,-1.3,-14%,0%,-1,5
O=C(CSc1ccccc1)NCc1ccco1,0.8,?,10,1%,0.4,-22%,6%,-1,-2
O=C(CSc1nc2ncccc2[nH]1)Nc1ccc2c(c1)OCO2,-0.5,22%,-8,15%,0.0,?,4%[57.1 µM],5,-1
CN(C)CCNC(=O)/C(=C/c1cccc([N+](=O)[O-])c1)NC(=O)c1ccccc1,-0.4,-7%,1,1%,0.3,-17%,-7%,2,5
NS(=O)(=O)c1ccc(-c2ccc(/C=N/NC(=O)c3ccccc3O)o2)cc1,0.0,-24%,-14,-11%,0.5,2%,-6%,-3,0
COc1ccc(C(=O)NNC(=O)CSc2nnc(-c3cccnc3)o2)cc1,-0.2,26%,3,-3%,-0.6,8%,9%,25,0
CSc1nc(S(=O)(=O)c2ccccc2)c(Cl)s1,-3.6,11%,26,-1%,-1.2,-4%,2%,-7,0

Further results:
Molecule,D2 agonist,TrxR1 inh,D2 antagonist,mIDH1 inhibitor,TRHR ag,USP1 inh,TrxR1 substrate,TRHR enhancer,PI4K2A inh
CN(CCc1ccccc1)c1ccc([N+](=O)[O-])cn1,-0.8,-1%,1,-2%,-1.7,-20%,-13%,-2,0
NC(=O)COC(=O)c1cccc(S(=O)(=O)N2CCCCC2)c1,.,-3%,.,0%,-0.2,-7%,-10%,6,-3
O=C(Nc1ccccc1)n1cc(-c2ccccn2)c(N2CCOCC2)n1,-0.5,19%,-13,-10%,-0.8,-2%,-3%,2,-8
Cc1cnc(NC(=O)c2ccc3ncsc3c2)s1,0.1,24%,-29,8%,-0.3,-3%,12%,-8,-8
Cc1cc(NS(=O)(=O)c2ccc(NC(=O)COc3ccc(Cl)c(C)c3)cc2)no1,3.1,-15%,-6,8%,-0.6,?,-11%,0,-6
Cc1cc(C)cc(NC(=O)c2sc3nc4n(c(=O)c3c2C)N=C(c2ccc(F)cc2)CS4)c1,2.0,14%[57.1 µM],.,12%,0.0,-25%,5%[57.1 µM],8,5
C=CCOc1ccc(/C=N/n2cncn2)cc1OC,2.3,18%[57.1 µM],-10,1%,0.0,-15%,11%[57.1 µM],-3,-1
Oc1c(Cl)cc(Cl)cc1/C=N/c1nc(-c2ccc(Cl)cc2)cs1,0.6,-7%[57.1 µM],7,7%,0.9,-17%,-4%,9,-1
CN(Cc1ccc(OC(F)F)cc1)C(=O)C1CCN(S(=O)(=O)c2ccc3c(c2)OCCO3)CC1,0.6,14%,23,-5%,0.3,-17%,-8%,-1,-1
CCOc1ccc(CCNC(=O)c2ccc3c(c2)N(Cc2ccccc2)C(=O)c2ccccc2S3=O)cc1OCC (configuration not stated),.,20%,.,-2%,0.9,-10%,1%,-9,0
CCn1c(C(O)c2cccc(OC)c2OC)nc2ccccc21 (configuration not stated),-0.2,-7%,8,2%,-0.3,-12%,-4%,3,-1
CCOC(=O)CC(=O)Nc1ccc(C)cc1,0.8,21%[11.4 µM],11,-5%,0.6,-5%,9%[11.4 µM],-1,2
CN(C)CCN(Cc1ccccc1)c1ccnc(N(C)C)c1C#N,-0.2,22%[57.1 µM],22,2%,0.4,-1%,11%[57.1 µM],1,-1
CC(=O)N1c2ccc(S(=O)(=O)N3CCCC(C(=O)NC4CCCC(C)C4C)C3)cc2CC1C (configuration not stated),0.2,26%,1,-15%,-1.7,-20%,4%,0,-2
COc1ccc(-c2noc(CC(=O)Nc3ccc(Br)cc3C)n2)cc1,1.1,36%,.,25%,2.1,-12%,3%,1,0

(further entries)
Molecule,D2 agonist,TrxR1 inh,D2 antagonist,mIDH1 inhibitor,TRHR ag,USP1 inh,TrxR1 substrate,TRHR enhancer,PI4K2A inh
CC1(C)C[C@@H](O)CC2(C1)C[C@]1(C)CC(O)[C@H]2C(C)(C)C1 (some centres not stated),.,25%,.,4%,.,-26%,5%,.,8
O=C1CN(C(=O)c2cccc(S(=O)(=O)N3CCCC3)c2)c2ccccc2N1,0.0,15%,-9,-6%,-0.2,-14%,4%,41*,4
O=C(CCC(=O)N/N=C/c1ccc(Br)o1)N/N=C/c1ccc(Br)o1,-0.9,-7%[57.1 µM],-8,-9%,0.8,-13%,1%[57.1 µM],-5,-1
O=C1C=C(NC2CCCCC2)CCC1,-0.2,19%[57.1 µM],2,-8%,-0.1,?,8%[57.1 µM],2,3
O=C(CN1C(=O)CSC1=O)Nc1ccc(F)c(F)c1F,2.0,-15%,4,-3%,-0.4,-21%,-5%,11,-6
O=C(NCCNc1ccc2ccccc2c1)c1cccn2c(=O)c3sccc3nc12,0.0,.,9,.,-0.2,.,.,-12,.
Cc1ccc(NC(=O)C(C)N2CCOCC2)c(C(=O)c2ccccc2)c1 (configuration not stated),0.1,-1%[57.1 µM],1,0%,0.1,-23%,11%[57.1 µM],-2,-4
Cn1c(SCC(=O)NCc2cccs2)nnc1-c1ccncc1,0.3,-12%,-5,10%,0.3,-3%,-10%,0,-4
Cc1ccc(C)c(S(=O)(=O)N(C)Cc2cccs2)c1,-1.1,2%,2,4%,0.2,-4%,-9%,-1,0
COc1ccc(CN(C(=O)CNC(=O)c2ccco2)C(C(=O)NCC2CCCO2)c2ccc(OC)c(OC)c2)cc1 (configuration not stated),1.7,8%[57.1 µM],9,-3%,-0.2,2%,4%[0.0914 µM],-4,-2
Cc1cnc(C)c(N2CCN(C(=O)C3CCC(=O)N(CCc4cccc(F)c4)C3)CC2)n1 (configuration not stated),0.7,-1%,5,2%,0.4,-7%,-5%,-2,1
CCOC(=O)c1cccc(OS(=O)(=O)Cc2ccccc2)c1,.,15%,.,0%,.,-18%,-7%,.,-1
COc1ccc(Cl)cc1NC(=O)C(C)N1CCN(C/C=C/c2ccccc2)CC1 (configuration not stated),12,12%[57.1 µM],-11,4%,0.1,-7%,-3%,-15,17
COc1ccc(N2CC(NC(=O)C(c3ccccc3)c3ccccc3)CC2=O)cc1 (configuration not stated),0.1,5%[57.1 µM],.,17%,-0.3,-25%,3%[57.1 µM],3,-7
CCCOc1cc(N)ccc1C(=O)OCCN(CC)CC,-0.1,30%,-6,0%,0.7,?,8%,-2,0

New compounds follow
Molecule,D2 agonist,TrxR1 inh,D2 antagonist,mIDH1 inhibitor,TRHR ag,USP1 inh,TrxR1 substrate,TRHR enhancer,PI4K2A inh
Cc1oc(-c2ccc(Cl)cc2)nc1CN1CCC(C(=O)NCCCN2CCN(c3cccc(Cl)c3)CC2)CC1,.,7%,.,-4%,0.2,-22%,-4%,10,-1
O=C1c2ccccc2C(=O)N1/N=C/c1ccc(Oc2ccc([N+](=O)[O-])cn2)cc1,-1.2,22%[57.1 µM],-7,11%,-0.5,?,-11%,7,0
COC(=O)CN(c1ccccc1C)S(C)(=O)=O,0.2,8%,7,-3%,0.3,-6%,1%,-4,1
Cc1cc(C)c(NC(=S)N2CCCC2C(=O)O)c(C)c1 (configuration not stated),0.5,6%,-5,1%,0.5,-22%,1%,5,-6
CC(=O)Nc1ccc2c(c1)CCCC2,-0.4,13%,0,0%,-0.3,-26%,-1%,-2,-2
